ALOX12 inhib = qHTS Assay for Inhibitors of 12-hLO (12-human lipoxygenase) | Polyunsaturated fatty acid lipoxygenase ALOX12 (Homo sapiens), P18054 | purified 12-hLO, xylenol orange hydroperoxide absorbance | Potency, µM (doses to about 57.1 µM), inactives show top-dose activity change, negative = inhibition, actives largely listed as inhibitors | hit rate 0.12% among 150,000 | AID 1452, 2008; also: potency is read from the fitted curve at half-maximal effect; nearly all actives have a fitted effect of over 55% in size; many of its hits are not listed in these tables
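150 nM 12hLO, 25 mM Hepes pH 7.0 + 0.01% Triton X-100; cpd preinc 15 min RT; 40 uM arachidonic acid, 30 min RT; Fe-XO 30 min; A573/A405 ratio as read-out.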
IMPase cell inh = qHTS Assay for Identifying the Cell-Membrane Permeable IMPase Inhibitors | Inositol monophosphatase 1 (Rattus norvegicus), P97697 | CHO-M1 cells, IP1 accumulation, HTRF TR-FRET ratio | inhibition (IP1 accumulation), % at 46.1 µM | 120,000 tested, under 10 active; active = well fitted curve in the direction sought with a large enough effect in the signal ratio, not every such curve was filed as active; inconclusive = small, poorly fitted or top-dose-only effect, or a change in a side signal; inactive = no such curve, though single readings can be large or run the other way; the % refers to the signal ratio;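 also: cells stimulated with carbachol in lithium chloride buffer; plate controls were DMSO basal wells for no effect and reference inhibitor wells for full effect; higher means more IMPase inhibition seen as more IP1 and lower FRET ratio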
Target sequence (P97697 whole entry, looked up): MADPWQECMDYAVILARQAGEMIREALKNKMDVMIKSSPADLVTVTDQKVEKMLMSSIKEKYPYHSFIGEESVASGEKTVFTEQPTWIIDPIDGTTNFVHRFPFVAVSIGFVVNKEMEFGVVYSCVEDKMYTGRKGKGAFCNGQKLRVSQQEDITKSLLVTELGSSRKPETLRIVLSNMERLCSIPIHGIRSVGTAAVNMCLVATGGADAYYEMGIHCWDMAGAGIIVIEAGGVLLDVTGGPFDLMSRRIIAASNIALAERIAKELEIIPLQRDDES
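CHO-M1 cells (CHO stably expressing M1 receptor), compound up to 46 uM final, stimulated with carbachol (50 uM as added) in buffer with 50mM LiCl, pH 7.4, 30 min at 37C. Cytosolic IP1 read by TR-FRET; AC50 from Hill fits.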
PNC inhibitor = High Content Assay for Compounds that inhibit the Assembly of the Perinucleolar Compartment | PC3M PTB-GFP, PNC prevalence imaging, 16 h; stronger effect = lower value | activity change (PNC), negative = inhibition, % at 10 µM | hit rate 3.1% among 140,000 | AID 2417, 2010;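 active = readout at or below -70, meaning at least 70% loss of cells showing the perinucleolar compartment, a nuclear body marking cancer cells; inconclusive = readout between -30 and a set limit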;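 also: plate controls were DMSO wells for no effect and camptothecin positive control wells for full effect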
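PC3M cells stably expressing PTB-GFP, 750–1000 cells/well, treated 16 h at 37 °C with compound (23 nl of library stock), in duplicate. After paraformaldehyde fixation and Hoechst stain, imaged at 20x; PNC prevalence scored by image analysis.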
15-hLO-2 inh = qHTS Assay for Inhibitors of 15-hLO-2 (15-human lipoxygenase 2); purified 15hLO-2, xylenol orange hydroperoxide absorbance; AID 881, 2007; hit rate 0.56% among 110,000; Polyunsaturated fatty acid lipoxygenase ALOX15B (Homo sapiens), O15296; Potency, µM (highest dose often 57.1 µM), for the others: top-dose activity change, negative = inhibition, usual class: inhibitors; also: potency is read from the fitted curve at half-maximal effect; nearly all actives have a fitted effect of over 60% in size; many of its hits are not listed in these tables
Target sequence (O15296 whole entry, looked up): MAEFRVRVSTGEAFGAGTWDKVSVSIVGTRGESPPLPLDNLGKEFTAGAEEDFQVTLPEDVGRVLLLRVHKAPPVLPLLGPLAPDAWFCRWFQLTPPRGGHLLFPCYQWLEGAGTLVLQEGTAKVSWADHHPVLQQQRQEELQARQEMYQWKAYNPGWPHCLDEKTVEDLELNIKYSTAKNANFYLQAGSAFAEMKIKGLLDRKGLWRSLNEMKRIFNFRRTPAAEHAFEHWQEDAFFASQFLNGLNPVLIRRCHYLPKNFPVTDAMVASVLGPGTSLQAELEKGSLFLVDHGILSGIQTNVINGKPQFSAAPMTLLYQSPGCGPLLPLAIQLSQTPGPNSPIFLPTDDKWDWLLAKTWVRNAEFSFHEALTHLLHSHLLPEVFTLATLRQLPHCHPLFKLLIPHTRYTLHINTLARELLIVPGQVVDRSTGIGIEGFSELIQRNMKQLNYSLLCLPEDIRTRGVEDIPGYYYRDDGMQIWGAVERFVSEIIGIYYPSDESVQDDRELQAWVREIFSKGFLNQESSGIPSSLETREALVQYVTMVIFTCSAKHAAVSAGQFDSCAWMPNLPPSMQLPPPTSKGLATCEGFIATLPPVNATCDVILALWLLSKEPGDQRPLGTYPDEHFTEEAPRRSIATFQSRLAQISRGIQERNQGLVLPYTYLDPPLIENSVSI
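Screening format was qHTS against 50 nM purified 15hLO-2 in Hepes pH 7.5 with detergent. Activity follows hydroperoxide formation from 45 uM arachidonic acid, measured as 573:405 nm absorbance ratio of the ferric-xylenol orange complex.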
The depositor's hits bear a star; ? = inconclusive; nt = not tested or not shown; [ ] = another dose, or the depositor's remark. Unless noted, calls follow the shape of the dose curve; as a rule, active = well fitted curve in the direction sought with a large enough effect; inconclusive = small, poorly fitted or top-dose-only effect, or another doubt; inactive = no such curve, though single readings can be large; an effect the other way counts as inactive or inconclusive. Unless noted, % is scaled to controls: 0 for no effect and ±100 for the full control effect.

Every second line gives: ALOX12 inhib, IMPase cell inh, PNC inhibitor, 15-hLO-2 inh
- COc1cc2c(cc1OC)C(C)N(C(=O)CCN1C(=O)C3C4C=CC(C4)C3C1=O)CC2 (configuration not stated)
    -3.7%, 9.5, 22.6, -0.6%
- O=C(CCNC(=O)Cn1ccc2ccccc2c1=O)NCCc1ccccc1Cl
    21.0%, -2.4, 176.1, nt
- COc1ccccc1N1CCN(S(=O)(=O)c2ccccc2)CC1
    4.3%, 16.8, -5.2, 2.4%
- Clc1cc(Br)ccc1OCCCNCc1ccccc1
    -4.5%, nt, -9.3, nt
- COCCNc1nc(-n2nc(C)cc2C)nc2sc3c(c12)CCCC3
    14.2%, -9.5, 39.4, 51.7%[activator]
- O=C(OC1Cn2c(=O)ccc(=O)n2C1)c1ccc([N+](=O)[O-])cc1
    -3.4%, nt, 44.4, nt
- Clc1cc(Br)ccc1OCCOCCOc1cccc2cccnc12
    -6.4%, -5.1, ?, 40.4%[activator]
- COc1cc(C(=O)Nc2ccc(N3CCOCC3)cc2)ccc1OCc1c(C)noc1C
    -3.3%, 2.0, -15.7, nt
- N#C/C(=C/c1ccc(OCc2ccccc2)cc1)C(=O)NC1CCCCC1
    -0.1%, 8.7[1.84 µM], ?, 4.6%[11.4 µM]
- COc1ccc(CC(=O)N(c2ccccc2)c2nc(C)cs2)cc1
    2.0%, 1.3, ?, nt
- CCN(CC)S(=O)(=O)c1ccc(NS(=O)(=O)c2ccc(F)cc2)cc1
    -7.0%, -0.6, 10.5, -7.4%
- O=c1cc(-c2ccccc2Cl)oc2cc(O)cc(O)c12
    -6.3%, nt, -15.3, nt
- CN(C)CCOc1ccccc1-c1ccccc1
    2.7%, 9.4, 26.7, 1.5%
- Cc1ccc(NCC(=O)N/N=C/c2cccc(Oc3ccccc3)c2)cc1
    0.5%, 5.8, 9.6, nt
- Nc1nncn1C(=O)CCCOc1ccc(Cl)cc1Cl
    -1.4%, 0.5, ?, 32.5%[activator]
- COc1cccc(-n2nnc3c(=O)n(Cc4ccccc4F)cnc32)c1
    -12.4%, -1.1, -27.7, -2.4%
- Cc1cc(Nc2nc(Cl)c(Cl)cc2Cl)n(-c2ccccc2)n1
    -18.0%, 7.1, 34.3, nt
- O=C(CCN1C(=O)C2C3C=CC(C3)C2C1=O)Nc1ccccc1F (configuration not stated)
    0.7%, 5.4, 25.0, 2.8%
- Cc1nn(-c2ccc(Cl)c(Cl)c2)c(=O)c2ccccc12
    2.4%, -3.9, 10.9, 1.4%
- O=C(CSc1nnc(Cn2nnc3ccccc32)o1)N(Cc1ccc(F)cc1)c1ccccc1
    -8.0%, 7.1, ?, -1.5%
- COC(=O)N1CCC[C@@]2(CCN(c3ccncc3)C2)C1
    3.1%, nt, nt, 2.5%
- C[C@@H]1CC[C@]2(O[C@@H](CCO)C[C@H](O)[C@H]2O)O1
    -1.1%, nt, -1.5, nt
- COC(=O)C1(CO)NC(c2cccs2)C2C(=O)N(c3ccccc3)C(=O)C21 (configuration not stated)
    -3.0%, -6.6, 23.4, -4.6%
- COc1cc(C(=O)NC2(C(F)(F)F)NC(=O)N(CCCc3ccccc3)C2=O)cc(OC)c1OC (configuration not stated)
    -0.2%, nt, 57.3, nt
- O=C(N/N=C/c1ccco1)/C(=C/c1cccc([N+](=O)[O-])c1)NC(=O)c1ccccc1
    -0.9%, 6.8, -12.4, -2.0%
- Cc1ccc(C)c(OCC(=O)N/N=C/c2ccsc2)c1
    -2.0%, 0.0, -14.1, -7.3%
- COc1ccc(NC(=O)c2cccs2)cc1OC
    0.2%, 18.9, 19.2, -6.8%
- CC1(CCc2ccc(O)cc2)NC(=O)NC1=O (configuration not stated)
    -0.8%, -3.5, 0.2, 12.9%
- CCOc1ccc(/C=C(\C#N)C(=O)Nc2cccnc2)cc1
    -0.4%, nt, 6.6, nt
- CC(C)C(=O)Nc1ccccc1N1CCN(C(=O)c2ccccc2)CC1
    -3.6%, 12.3, -8.8, -2.3%

Continued.
SMILES	ALOX12 inhib	IMPase cell inh	PNC inhibitor	15-hLO-2 inh
CCOC(=O)C1CCN(C(=S)Nc2ccc(S(N)(=O)=O)cc2)CC1	-3.1%	nt	4.0	nt
COc1ccccc1/C=C/C=N/n1c(C2CCCCC2)n[nH]c1=S	-21.0%	10.5	5.4	nt
Cc1ncc(CO)c2cc(S(=O)(=O)c3ccc(F)cc3)c(=O)oc12	-0.4%	-6.1	-27.6	nt
N#CC1=C(N)N(c2ccccc2)C2=C(C(=O)CCC2)C1c1cccs1 (configuration not stated)	-18.1%	1.0	-4.3	-14.0%
COC(=O)c1ccc2c(c1)S(=O)(=O)NC(=NCCCN1CCOCC1)S2	2.2%	-9.5	-119.4*	-6.1%
CCCN1CCC(N2CCN(c3ccccc3OC)CC2)CC1	4.3%	-0.1	32.7	11.0%
O=C(NCC(c1cccs1)N1CCOCC1)c1ccc([N+](=O)[O-])cc1 (configuration not stated)	1.0%	?	?	nt
COC(=O)c1ccccc1NS(=O)(=O)c1ccc2[nH]c(=O)[nH]c2c1	-0.8%	nt	-18.2	nt
O=C(NC1CCS(=O)(=O)C1)Oc1ccccc1 (configuration not stated)	1.8%	3.4	-12.1	2.6%
Cc1ccc(NC(=O)CCC(=O)n2nc(C)cc2C)c(C)c1	-0.3%	-3.7	19.6	-1.5%
COC(=O)c1ccc(C(=O)Nc2ccc(N)cc2N)cc1	-12.5%	0.0	2.1	3.6%
CCC(CCC(C)C1CCC2C3CCC4CC(O)CC[C@@]4(C)C3CC[C@@]12C)C(C)C (some centres not stated)	4.1%	nt	nt	-1.1%

Complete entries, looked up by structure.
Cc1ccc(NC(=O)CCC(=O)n2nc(C)cc2C)c(C)c1 is listed with ALOX12 inhib = -0.3%; IMPase cell inh = -3.7; PNC inhibitor = 19.6; 15-hLO-2 inh = -1.5%
CCOC(=O)C1CCN(C(=S)Nc2ccc(S(N)(=O)=O)cc2)CC1 is listed with ALOX12 inhib = -3.1%; IMPase cell inh = nt; PNC inhibitor = 4.0; 15-hLO-2 inh = nt

Other compounds.
SMILES	ALOX12 inhib	IMPase cell inh	PNC inhibitor	15-hLO-2 inh
O=[N+]([O-])c1cnccc1Nc1cccc(F)c1	-2.9%	8.5	-9.9	nt
CC(C)Cc1cc(C(=O)Nc2ccc3c(c2)OCO3)no1	-2.0%	-0.1	44.1	-4.3%
Cc1ncc([N+](=O)[O-])n1CCOC(=O)c1ccc(Cl)cc1Cl	-13.0%	3.3	119.7	3.9%
Cc1cccc(Nc2nnc(SCC(=O)c3ccc(Br)s3)s2)c1C	-6.6%	nt	3.2	nt
O=C(CCCc1ccccc1)NC1CC1	-0.7%	nt	3.7	nt
Cc1ccc(NC(=O)C2CC(=O)NC(Nc3cccc(C)c3)=N2)cc1 (configuration not stated)	5.6%	-5.3	-26.1	-4.8%
CCN1CCN(S(=O)(=O)c2ccc(S(=O)(=O)NCC3CCCO3)cc2)CC1 (configuration not stated)	-1.8%	10.5	34.4	2.5%
Cc1ccccc1NC(=O)c1ccc(C)c(S(=O)(=O)Nc2ccccn2)c1	0.9%	-5.8	-23.6	3.5%
COC(=O)c1ccc(NC(=S)NCCc2cccc(C)c2)cc1	?	12.5	?	-21.5%
CCOc1ccc(C(=O)C2CCN(C(=O)c3ccccc3C(=O)O)CC2)cc1	5.0%	-9.9	-27.5	9.5%

Structures listed so far with a halogen:
SMILES	ALOX12 inhib	IMPase cell inh	PNC inhibitor	15-hLO-2 inh
O=C(CCNC(=O)Cn1ccc2ccccc2c1=O)NCCc1ccccc1Cl	21.0%	-2.4	176.1	nt
Clc1cc(Br)ccc1OCCCNCc1ccccc1	-4.5%	nt	-9.3	nt
Clc1cc(Br)ccc1OCCOCCOc1cccc2cccnc12	-6.4%	-5.1	?	40.4%[activator]
CCN(CC)S(=O)(=O)c1ccc(NS(=O)(=O)c2ccc(F)cc2)cc1	-7.0%	-0.6	10.5	-7.4%
O=c1cc(-c2ccccc2Cl)oc2cc(O)cc(O)c12	-6.3%	nt	-15.3	nt
Nc1nncn1C(=O)CCCOc1ccc(Cl)cc1Cl	-1.4%	0.5	?	32.5%[activator]
COc1cccc(-n2nnc3c(=O)n(Cc4ccccc4F)cnc32)c1	-12.4%	-1.1	-27.7	-2.4%
Cc1cc(Nc2nc(Cl)c(Cl)cc2Cl)n(-c2ccccc2)n1	-18.0%	7.1	34.3	nt
O=C(CCN1C(=O)C2C3C=CC(C3)C2C1=O)Nc1ccccc1F (configuration not stated)	0.7%	5.4	25.0	2.8%
Cc1nn(-c2ccc(Cl)c(Cl)c2)c(=O)c2ccccc12	2.4%	-3.9	10.9	1.4%
O=C(CSc1nnc(Cn2nnc3ccccc32)o1)N(Cc1ccc(F)cc1)c1ccccc1	-8.0%	7.1	?	-1.5%
COc1cc(C(=O)NC2(C(F)(F)F)NC(=O)N(CCCc3ccccc3)C2=O)cc(OC)c1OC (configuration not stated)	-0.2%	nt	57.3	nt
Cc1ncc(CO)c2cc(S(=O)(=O)c3ccc(F)cc3)c(=O)oc12	-0.4%	-6.1	-27.6	nt
O=[N+]([O-])c1cnccc1Nc1cccc(F)c1	-2.9%	8.5	-9.9	nt
Cc1ncc([N+](=O)[O-])n1CCOC(=O)c1ccc(Cl)cc1Cl	-13.0%	3.3	119.7	3.9%
Cc1cccc(Nc2nnc(SCC(=O)c3ccc(Br)s3)s2)c1C	-6.6%	nt	3.2	nt

Screens as filed in PubChem.

The list is partial (hit frequency here may not be typical).
